From PubChem BioAssay
MC4R ag barr = human MC4R agonism via beta-arrestin; AID 540308; P32245; U2OS MC4R beta-arrestin complementation, luminescence; percent of melanotan II response, DMSO zero; actives 0.98% (n = 360,000); activation, % at 8.9 µM;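 active means activation above a per-plate cutoff, the mean activation of sample wells on that plate plus 3 SD, cut at about 8% in these data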
Glyco luc inh = N-linked glycosylation inhibition. D54 ERlucT glycosylation luciferase reporter, 24 h; percent of 100 nM tunicamycin response. reporter increase, % at 12.5 µM. actives 0.23% (n = 360,000);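 active means mean luciferase reporter signal, scaled so untreated is 0 and the glycosylation-blocking control 100, at or above a set limit in every replicate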;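 further: luciferase carries N-glycosylation sites so blocking glycosylation raises the light; 0% = median of neutral control wells and 100% = median of 100 nM tunicamycin wells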
ABCB6 inh 2 = human ABCB6 transporter inhibition; actives 0.19% (n = 360,000); fluorescence ratio to DMSO, % at 10 µM; K562-ABCB6 porphyrin accumulation, flow cytometry, 1 h; hits give low values;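 active means fluorescence ratio to DMSO below 75%, the collection mean minus 3 SD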;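 further: signal is porphyrin accumulated inside mitochondria; 100% equals median channel fluorescence of DMSO control wells; lower ratio means ABCB6 inhibition with less porphyrin fluorescence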
Target sequence (Q9NP58 whole entry, looked up): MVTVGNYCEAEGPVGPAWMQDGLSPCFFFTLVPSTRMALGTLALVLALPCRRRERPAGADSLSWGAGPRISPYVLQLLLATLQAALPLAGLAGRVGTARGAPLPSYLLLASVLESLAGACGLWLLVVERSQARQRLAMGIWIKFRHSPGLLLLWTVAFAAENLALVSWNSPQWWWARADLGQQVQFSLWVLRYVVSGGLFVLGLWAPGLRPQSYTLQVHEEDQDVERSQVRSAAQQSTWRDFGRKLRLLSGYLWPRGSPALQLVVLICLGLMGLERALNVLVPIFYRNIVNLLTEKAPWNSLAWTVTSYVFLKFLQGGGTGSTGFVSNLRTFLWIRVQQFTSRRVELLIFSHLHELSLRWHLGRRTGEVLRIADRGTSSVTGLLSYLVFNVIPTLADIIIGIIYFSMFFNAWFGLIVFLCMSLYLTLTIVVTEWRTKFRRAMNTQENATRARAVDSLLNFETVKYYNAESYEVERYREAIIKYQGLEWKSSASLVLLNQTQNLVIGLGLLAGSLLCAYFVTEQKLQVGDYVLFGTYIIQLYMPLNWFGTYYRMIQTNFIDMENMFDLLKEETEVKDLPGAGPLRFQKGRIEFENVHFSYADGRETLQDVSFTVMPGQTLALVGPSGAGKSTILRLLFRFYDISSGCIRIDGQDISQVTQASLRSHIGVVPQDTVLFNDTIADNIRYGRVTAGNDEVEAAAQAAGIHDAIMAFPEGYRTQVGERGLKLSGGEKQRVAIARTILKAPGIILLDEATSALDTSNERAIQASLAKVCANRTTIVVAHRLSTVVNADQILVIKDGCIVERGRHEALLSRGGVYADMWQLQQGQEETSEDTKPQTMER
Exocytosis inh = blocks lytic granule exocytosis; actives 0.66% (n = 360,000); TALL-104 LAMP-1 surface exposure, flow cytometry; cells stimulated with thapsigargin and PMA; AID 651702; inhibition, % at 10 µM;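 active means inhibition above about 55%, limit read from the data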
H9c2 protect = protects H9c2 cardiomyocytes from peroxide injury. H2O2 injury protection, ATPLite, 2 h. protection from H2O2 cell death, % at 20 µM. actives 0.63% (n = 360,000). AID 588492;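 active means compounds giving at least 50% protection of heart cells from peroxide-induced death in the single-dose screen, raw or plate-pattern-corrected value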;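 further: 0% = DMSO wells with peroxide and 100% = DMSO wells without peroxide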
PDI turbidity = blocks human protein disulfide isomerase activity; PDI insulin aggregation turbidity, A650, 90 min; inhibition, % at 10 µM; actives 0.052% (n = 350,000); AID 588391;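 active means mean inhibition across replicates of 30% or more, whatever share of single replicates reach that level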;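 further: absorbance from insulin aggregation driven by PDI reduction with DTT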
CaV13 ICDI inh = Primary screen for inhibitors of IQ motif and Ca2+-dependent inactivation inhibitor domain binding in CACNA1D, Förster resonance energy transfer in living cells, …; HEK cells, CFP/YFP FRET ICDI-IQ, plate reader, 10 min; percent FRET-ratio fall versus neutral wells; inhibition, % at 12.3 µM; actives 0.098% (n = 340,000);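 active means mean replicate inhibition of at least 30% and at least 1% of replicates passing that level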;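 further: 0% = median of the neutral control wells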
MC4R antag cAMP = blocks human MC4R cAMP signaling | inhibition, % at 6.5 µM | AID 540295 | actives 0.48% (n = 360,000) | P32245 | MC4R-expressing cells, MTII-stimulated cAMP, LANCE TR-FRET;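 active means inhibition above its plate's cutoff, the mean of tested wells on that plate plus 3 SD, cut at about 29% in these data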;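 further: 0% = Melanotan II alone and 100% = Melanotan II plus saturating MCL0020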
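System: U2OS-MC4R stable cell line; Technique: Eu-cAMP/anti-cAMP TR-FRET, emission 671 nm; Repeats: single well per compound; Also added: Melanotan II; Dosing: one concentration, 6.5 µM nominal; Schedule: 30-min compound, 1-h challenge, 1-h detection, room temperature.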
m5-HT2A agonist = activates the mouse 5-HT2A serotonin receptor; P35363; CHO-K1 mHTR2A beta-arrestin complementation, luminescence; percent of 30 µM serotonin response; activation, % at 7.6 µM; actives 0.66% (n = 360,000);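 active means activation above a run cutoff, the mean activation of all tested compounds plus 3 SD, cut at about 14% in these data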;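 further: 0% = plate median of compound wells and 100% = 30 µM serotonin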
ABHD5 PLIN5 PPI = ABHD5-PLIN5 protein interaction inhibition; Q00G26+Q8WTS1; Split G. princeps luciferase complementation, luminescence, 4 h; inhibition, % at 4 µM; actives 0.78% (n = 360,000); AID 602281;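 active means inhibition above the mean inhibition across every tested compound plus 3 SD, cut at about 22% in these data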;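 further: 0% = DMSO only wells and the 100% control is not disclosed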
Active calls of the source: *; · = no result given.

SMILES | MC4R ag barr | Glyco luc inh | ABCB6 inh 2 | Exocytosis inh | H9c2 protect | PDI turbidity | CaV13 ICDI inh | MC4R antag cAMP | m5-HT2A agonist | ABHD5 PLIN5 PPI
COc1ccc(NC(=O)CN2CCN(c3nc(-c4cccc(OC)c4)cs3)CC2)cc1 | 5.3 | -3 | 92 | -1 | 0 | -10 | -3 | 0 | 4 | 0
O=C(NCc1cccc(C(F)(F)F)c1)c1cc(Cl)cc(Cl)c1 | 0.2 | -5 | 100 | 1 | -14 | -4 | -4 | -1 | -5 | -11
CC1CCN(c2ccccc2NC(=O)c2ccc([N+](=O)[O-])o2)CC1 | 2.4 | 6 | 168 | 1 | -6 | -7 | -7 | 6 | 1 | 7
Cc1ccc(C(=O)N2CCN(c3ccc(NC(=O)COc4ccccc4C)cc3)CC2)cc1 | 2.2 | -8 | 93 | 12 | 10 | -10 | -6 | -2 | 6 | 7
COc1ccccc1CC(=O)N1CCCc2ccccc21 | -1.5 | 0 | 103 | -6 | 8 | 2 | -6 | 1 | -1 | 0
COc1ccc(C)cc1-n1nnnc1SCC(=O)NC1CCS(=O)(=O)C1 (stereo unspecified) | -0.2 | 0 | 93 | -1 | 4 | 11 | -13 | -8 | -6 | -10
CC(C)CC(N)c1csc(Nc2ccc(C(=O)N(C)Cc3ccccc3)cn2)n1 (stereo unspecified) | -2.4 | -6 | 100 | -6 | 0 | 2 | -7 | 1 | -2 | 4
COc1ccc(OCC(=O)N(Cc2ccco2)C2CCS(=O)(=O)C2)cc1 (stereo unspecified) | -0.6 | 2 | 98 | -1 | 5 | -1 | -3 | 1 | -1 | -2
O[C@@H](CNC[C@H](O)c1ccccc1)c1ccccc1 | -1.2 | 0 | 93 | -1 | 13 | 1 | -5 | 6 | 1 | 5
Cc1cc(OCC(=O)N(C)C2CCCCC2)ccc1Cl | -2.6 | -14 | 103 | -2 | -4 | 1 | -4 | -8 | -2 | 2
Cn1c(=O)c(-c2ccccc2)nc2ccccc21 | -0.2 | 4 | 95 | 0 | 17 | 3 | -4 | -1 | 1 | -1
O=C(c1ccc(C(F)(F)F)cc1)C1CCCN(C(=O)CN2CCCC2=O)C1 (stereo unspecified) | -0.2 | 0 | 102 | -1 | 6 | 2 | -7 | 2 | -3 | 4
CC(=O)Nc1cc(-c2ccccc2N(C)C)cn2c(-c3cccc(C(F)(F)F)c3)cnc12 | 15* | 2 | 114 | 27 | 0 | 6 | -10 | -1 | 3 | -9
CCN1CCN(c2ccc(N3CCN(S(=O)(=O)c4cccc([N+](=O)[O-])c4)CC3)nn2)CC1 | -0.1 | 2 | 93 | -2 | 9 | -4 | -13 | 2 | -1 | 5
N=C(c1cccc([N+](=O)[O-])c1)N1CCCCC1 | -0.8 | 1 | 93 | 1 | 0 | 1 | 2 | 23 | 4 | -4
C/C(=N\NC(=O)c1c(Cl)cnn1C)c1cccnc1 | -0.5 | 1 | 103 | -7 | 3 | 4 | -9 | 0 | -5 | -1
Cc1cc(Cl)nc(-c2ccccc2O)n1 | 3.0 | 4 | 101 | 0 | -5 | 1 | -2 | 15 | 1 | 11
CCC(CC)C(=O)N(C)c1c(C)nc2c(OCc3cc(Cl)cc(Cl)c3)cccn12 | -1.2 | 3 | 91 | 4 | -5 | -2 | -5 | 3 | -5 | -5
COc1ccccc1Cn1c(=S)[nH]c2cc(C(=O)NCC(OC)OC)ccc2c1=O | -1.2 | -1 | 97 | -8 | 2 | 1 | -3 | 15 | 2 | -6
CCC(CC)c1nc(C#N)c(NCc2ccccc2)o1 | -1.6 | 10 | 101 | 5 | -9 | -5 | -5 | 9 | -7 | 4
COc1ccc(C(C)=O)cc1COC(=O)CNC(=O)c1ccc(F)cc1 | 2.0 | 2 | 97 | -1 | 9 | 0 | -2 | 11 | -3 | 1
O=C1CC(=O)N2CCSC2=N1 | -1.2 | 1 | 102 | -6 | 2 | 5 | -5 | 9 | -5 | 8
COc1cc(C)c(COc2ncnc3ccccc23)cc1OC | -1.1 | 0 | 96 | -10 | 2 | 7 | -2 | 9 | -3 | -10
Nc1ncnc2c1ncn2[C@@H]1O[C@H](C(=O)N[C@@H](CO)c2ccccc2)[C@@H](O)[C@H]1O | · | -1 | 98 | -4 | 1 | · | -3 | · | 6 | 5
O=C(COC(=O)c1c(Cl)cccc1Cl)NCc1cccs1 | -2.9 | -2 | 98 | -2 | 0 | -15 | -6 | 8 | -3 | -2
O=C(NCC(=O)N(Cc1ccco1)C(C(=O)NC1CCCCC1)c1cccnc1)c1cccs1 (stereo unspecified) | 2.1 | -2 | 99 | -2 | 2 | -7 | · | 1 | 3 | 1
COc1nc(Oc2ccc(/C=N/O)cc2)nc(N(C)C)n1 | -1.3 | 0 | 95 | 2 | 4 | 13 | -8 | 5 | 6 | 0
CCN1CCN(C(=O)Cn2nc(C)n3c(cc4c(OC)cccc43)c2=O)CC1 | -2.5 | 1 | 101 | 2 | 17 | 6 | -12 | 4 | 5 | 0
N#Cc1ccc(CSc2ncnc3c2cnn3Cc2ccccc2)cc1 | -0.4 | -1 | 95 | -1 | -6 | 3 | 1 | -3 | 1 | -1
Cc1ccc(OCc2cc(C(=O)NCc3cn4ccccc4n3)no2)cc1C | -0.9 | -3 | 98 | -6 | -4 | 5 | -3 | 2 | -11 | 6
O=C(O)c1ccc(Nc2nc3ccccc3nc2NS(=O)(=O)c2ccc(F)cc2)cc1 | 2.0 | 0 | 102 | -3 | -6 | -6 | -14 | 11 | 2 | 0
O=C(NC(=S)Nc1ccc(Cl)c(C(=O)O)c1)c1ccco1 | -4.4 | 0 | 99 | -5 | 1 | 1 | -6 | -1 | -7 | -2
CCOc1cc(CNc2ccccc2)cc(Br)c1OCC(=O)NC(C)(C)C | 1.6 | -3 | 94 | -1 | -17 | -3 | · | -8 | 2 | -9
CC(=O)c1cccc(NC(=O)CSc2n[nH]c(-c3ccncc3)n2)c1 | -2.2 | 1 | 95 | 6 | 14 | 17 | -2 | 7 | 1 | 0
CN(C)CCCOC(=O)c1ccc(Br)cc1 | -2.2 | 0 | 100 | 0 | -3 | -9 | -3 | 0 | -3 | 4
Cc1c(C(=O)/C=C/N(C)C)nnn1-c1ccc(Cl)cc1C#N | -2.9 | 1 | 97 | 0 | 5 | 3 | -14 | -4 | -2 | 16
Cc1cc(N2CCOCC2)nc(SCC(=O)c2ccc(Cl)cc2)n1 | -1.6 | 2 | 104 | 0 | -1 | -7 | -5 | -10 | 6 | -1
O=C(NNc1c(Cl)cccc1Cl)C1CCC1 | 0.3 | 0 | 100 | -2 | 9 | -1 | 9 | -1 | 2 | 8
CC(C)=C1C2CCC1C1C(=O)N(CCc3ccccc3)C(=O)C21 (stereo unspecified) | -0.3 | -2 | 101 | -8 | -2 | -7 | -4 | 13 | 1 | 3
CN(CCC#N)C(=O)COC(=O)/C=C/c1cccs1 | 1.9 | 0 | 103 | 3 | -1 | 6 | -3 | 13 | 1 | 4
CCc1nc2ccc(C(=O)N(C)CCN(C)C)cn2c1N(CC)C(=O)NCCc1ccccc1 | 1.3 | 0 | 97 | -3 | 3 | 19 | -3 | 5 | -3 | 4
COc1cc2[nH]c(=S)nc(NCc3cccs3)c2cc1OC | -1.6 | 3 | 103 | -3 | 4 | 8 | -1 | 13 | -1 | -3
Fc1ccc(-c2nnc(CSc3nnc(-c4cccs4)o3)o2)cc1 | -0.6 | -1 | 104 | 1 | -1 | -6 | -7 | 7 | 4 | 1
CCOC(=O)c1[nH]c(=O)[nH]c1CN(Cc1ccco1)Cc1[nH]c(=O)[nH]c1C(=O)OCC | -1.2 | 1 | 97 | -1 | 16 | 4 | 3 | -2 | -1 | 0
CCOc1ccc(S(=O)(=O)NCC2CCCO2)c2ccccc12 (stereo unspecified) | 0.2 | 1 | 97 | -11 | -5 | -1 | -5 | 2 | 0 | 6
Cc1cccc(C(=O)N2CCCC(Nc3ccc(C)c(C)c3)C2)n1 (stereo unspecified) | 0.2 | 4 | 97 | 6 | -1 | -2 | -5 | 6 | 6 | -1
COc1cccc(C(c2nnnn2Cc2ccccc2)N2CCN(C(=O)c3ccco3)CC2)c1OC (stereo unspecified) | -1.4 | -6 | 85 | -2 | 36 | -8 | 0 | 4 | 1 | -6
OC[C@H]1O[C@@H](c2nc(-c3ccc(CN4CCOCC4)cc3)no2)[C@H](O)[C@@H](O)[C@H]1O | -0.2 | 1 | 102 | 0 | 0 | 3 | -6 | 5 | 2 | 1
C#CCOCCOCCOCCNc1nc(N2CCN(C(=O)CCCCCCCCCCNC(=O)Cn3cc(CCCCCN)nn3)CC2)nc(N2CCN(C(=O)CCCCCCCCCCNC(=O)[C@@H](CCSC)n3cc(CCO)nn3)CC2)n1 | 0.6 | 6 | 97 | 65* | 13 | 6 | · | 19 | 12 | 57*
CCN(CC)C(=O)NC1CC(=O)N(c2ccc(OC)cc2)C1 (stereo unspecified) | 1.4 | 5 | 96 | -1 | 0 | -5 | -5 | -2 | 4 | 5
CCN1CCN(Cc2nc3ccc([N+](=O)[O-])cc3c(=O)n2-c2ccc(OC)cc2OC)CC1 | -3.9 | -2 | 117 | 7 | 7 | -22 | -17 | 11 | 0 | -4
Cc1nnc(SC(C)C(=O)N(C)C2CCCCC2)n1N (stereo unspecified) | -0.2 | 0 | 103 | 6 | 12 | 2 | -12 | 2 | 3 | 4
C[C@@H]1C[C@H]2[C@@H]3C[C@H](F)C4=CC(=O)C=C[C@]4(C)[C@@]3(F)[C@@H](O)C[C@]2(C)[C@@]1(O)C(=O)CO | -0.3 | 2 | 98 | 0 | 3 | 5 | -6 | 6 | 1 | 16
O=C(N/N=C/C=C/c1ccccc1[N+](=O)[O-])c1cccs1 | -2.6 | -1 | 96 | -1 | 0 | 21 | -1 | -9 | 0 | -3
Nc1ccc(CN2CCCCCC2)cc1 | -1.6 | -2 | 94 | -1 | 8 | 3 | -1 | 1 | 3 | -2

Full records as entered above. Screens in order: MC4R ag barr	Glyco luc inh	ABCB6 inh 2	Exocytosis inh	H9c2 protect	PDI turbidity	CaV13 ICDI inh	MC4R antag cAMP	m5-HT2A agonist	ABHD5 PLIN5 PPI
CN(CCC#N)C(=O)COC(=O)/C=C/c1cccs1 in the list: 1.9	0	103	3	-1	6	-3	13	1	4
Cc1cc(OCC(=O)N(C)C2CCCCC2)ccc1Cl in the list: -2.6	-14	103	-2	-4	1	-4	-8	-2	2
Cn1c(=O)c(-c2ccccc2)nc2ccccc21 in the list: -0.2	4	95	0	17	3	-4	-1	1	-1
CCC(CC)C(=O)N(C)c1c(C)nc2c(OCc3cc(Cl)cc(Cl)c3)cccn12 in the list: -1.2	3	91	4	-5	-2	-5	3	-5	-5
O=C1CC(=O)N2CCSC2=N1 in the list: -1.2	1	102	-6	2	5	-5	9	-5	8
